NF-kB expr up = compounds increasing NF-kB expression in human neuronal cells | fold change at 12.5 µM | 1.6% of 190,000 active | NF-kB reporter expression; active compounds read high | AID 1239; in the data active = fold change above about 3.3
TNAP inh hiacc = inhibitors of human TNAP at high phosphate acceptor concentration | AID 1135 | purified TNAP, CDP-star luminescence, 1 M DEA | P05186 | inhibition, % at 20 µM | 0.03% of 200,000 active;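 active = over 50% inhibition of tissue-nonspecific alkaline phosphatase at 20 µM in the single-dose screen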;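 also: plate controls were DMSO wells for no effect and EDTA-quenched wells as full inhibition for full effect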
Target sequence (P05186 whole entry, looked up): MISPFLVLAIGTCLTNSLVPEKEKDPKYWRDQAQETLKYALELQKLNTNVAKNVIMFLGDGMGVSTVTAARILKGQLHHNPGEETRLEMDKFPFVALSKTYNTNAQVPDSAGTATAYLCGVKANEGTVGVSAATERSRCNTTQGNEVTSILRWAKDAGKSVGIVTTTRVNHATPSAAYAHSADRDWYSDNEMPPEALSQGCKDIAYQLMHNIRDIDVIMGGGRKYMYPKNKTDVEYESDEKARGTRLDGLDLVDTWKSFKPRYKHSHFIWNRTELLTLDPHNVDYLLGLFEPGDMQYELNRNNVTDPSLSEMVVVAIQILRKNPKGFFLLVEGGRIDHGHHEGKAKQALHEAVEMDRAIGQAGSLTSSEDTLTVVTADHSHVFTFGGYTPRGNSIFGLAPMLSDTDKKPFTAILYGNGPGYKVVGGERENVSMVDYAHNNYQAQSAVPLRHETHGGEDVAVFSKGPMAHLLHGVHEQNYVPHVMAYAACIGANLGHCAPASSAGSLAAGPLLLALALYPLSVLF
bIAP activator = intestinal alkaline phosphatase (bovine) activation; purified bovine IAP, CDP-star luminescence, 30 min; active compounds read high; fold of DMSO-control signal, blank-subtracted; activation factor at 20 µM; 0.17% of 200,000 active; AID 1016;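 active = activation factor of 2 or more at 20 µM, a signal rise over negative controls twice the positive control's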
PMI activator = activators of human phosphomannose isomerase; activation factor at 20 µM; P34949; purified human PMI, coupled resazurin fluorescence, 20 min; active compounds read high; 1 = vehicle control, 0 substrate-free wells; AID 1214; 0.005% of 190,000 active;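 active = activation factor of 2 or more at 20 µM, relative to plate controls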
TNAP inh noacc = TNAP (human) inhibition, acceptor-free conditions. inhibition, % at 20 µM. purified TNAP, CDP-star luminescence, 30 min. 0.26% of 200,000 active;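 active = tissue-nonspecific alkaline phosphatase inhibition above about 50% at 20 µM in the single-dose screen, limit read from the data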;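 also: 0% = DMSO negative control and 100% = EDTA positive control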
PMI act hi M6P = PMI (human) activation, high substrate; AID 1216; 0.34% of 190,000 active; P34949; activation factor at 20 µM; coupled PMI enzyme assay, resazurin fluorescence, 20 min; active compounds read high; 1 = untreated enzyme, 0 = substrate-free blank;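 active = activation factor of 2 or more at 20 µM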
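Material: human phosphomannose isomerase with PGI, G6PDH, diaphorase coupling enzymes / Reagent: Man-6-P substrate 1.0 mM / Dosing: single compound dose of 20 µM, 1% DMSO final / Incubation: enzyme reaction with compound 20 min at room temperature / Signal: resorufin fluorescence (Ex 544/Em 590 nm) from resazurin via diaphorase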
APP 5'UTR act = activates APP 5'UTR luciferase reporter; SH-SY5Y APP 5'UTR luciferase reporter, luminescence; zero percent = DMSO vehicle wells; activation, % at 2 µM; 1% of 190,000 active; AID 1276;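 active = activation above a set limit, based on mean plus 3 SD of controls, cut at about 140% in these data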; also: values of inactives mirror those of a sister screen read the other way
FLuc stim CS = affects firefly luciferase, flagging false hits in luciferase stimulation screens; P08659; ATPlite luciferase biochemical, luminescence, 10 min; 0 = ATP-free wells, 1 = DMSO control; activation factor at 10 µM; 200,000 tested, under 10 active;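 active = luciferase activation factor, scaled between plate controls, of at least 2 with compound at 10 µM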
Target sequence (P08659 whole entry, looked up): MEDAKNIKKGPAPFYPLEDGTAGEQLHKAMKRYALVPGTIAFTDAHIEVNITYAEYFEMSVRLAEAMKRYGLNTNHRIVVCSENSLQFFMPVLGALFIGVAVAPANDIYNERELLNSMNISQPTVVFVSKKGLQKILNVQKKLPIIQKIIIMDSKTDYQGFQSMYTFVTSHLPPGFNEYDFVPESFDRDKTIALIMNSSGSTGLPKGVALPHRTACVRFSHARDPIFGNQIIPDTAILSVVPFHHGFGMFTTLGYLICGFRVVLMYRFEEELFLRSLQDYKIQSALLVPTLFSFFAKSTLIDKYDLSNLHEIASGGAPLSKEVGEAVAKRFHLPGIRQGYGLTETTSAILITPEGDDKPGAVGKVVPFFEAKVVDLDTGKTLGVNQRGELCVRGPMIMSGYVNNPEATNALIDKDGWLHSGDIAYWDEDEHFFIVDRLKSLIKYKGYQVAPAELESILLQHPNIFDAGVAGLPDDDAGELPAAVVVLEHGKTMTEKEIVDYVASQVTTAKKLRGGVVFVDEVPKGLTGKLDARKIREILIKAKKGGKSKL
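Assay system: Luciferase/luciferin detection reagent, cell-free biochemical luciferase assay / Read-out: luciferase activation / Benchmarks: No-ATP low control, compound-free enzyme-plus-ATP high control / Medium: PBS buffer for ATP / Detection: luminescence measurement of luciferase light output / Schedule: 10 min at ambient temperature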
FLuc inhib CS = Photinus pyralis luciferase inhibition counter-screen; P08659; ATPLite firefly luciferase biochemical luminescence, 10 min; inhibition, % at 10 µM; 1.5% of 200,000 active; AID 1006;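 active = inhibition above about 50% when tested at 10 µM, limit read from the data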
TNAP act hi DEA = activators of human TNAP at high phosphate acceptor concentration. AID 1136. purified TNAP, CDP-star luminescence, 1 M DEA, 30 min; active compounds read high; 0 = EDTA background, 1 = DMSO-only activity. 200,000 tested, under 10 active. activation factor at 20 µM;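 active = activation factor at least 2 at 20 µM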
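system = human TNAP | amount = enzyme diluted 1/800 final | reagent = 100 µM CDP-star substrate | signal = luminescent substrate turnover signal | dosing = one dose, 20 µM | benchmarks = EDTA negative control, DMSO positive control | measure = activation factor | timing = 30 min reaction, room temperature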
Numbers without * were called inactive.

Results for CCN(C(=O)CSc1nc2ccccc2n1CC)C1CCS(=O)(=O)C1 (stereo not drawn) ?
NF-kB expr up: 0.95; TNAP inh hiacc: -1; bIAP activator: 1; PMI activator: 1.1; TNAP inh noacc: -9; PMI act hi M6P: 1.1; APP 5'UTR act: 8; FLuc stim CS: 1.1; FLuc inhib CS: -7; TNAP act hi DEA: 1

How did CCc1nn(CC(=O)O)c(=O)c2ccccc12 do in these assays?
NF-kB expr up: 1.2; TNAP inh hiacc: -1; bIAP activator: 1; PMI activator: 1; TNAP inh noacc: -9; PMI act hi M6P: 1; APP 5'UTR act: 11; FLuc stim CS: 1; FLuc inhib CS: -4; TNAP act hi DEA: 1

What do the screens show for `COc1ccc(NC(=S)N(Cc2ccc(C(=O)O)cc2)Cc2ccc(OC)c(OC)c2)cc1`?
NF-kB expr up: 1.4; TNAP inh hiacc: 4; bIAP activator: 1; PMI activator: 1.1; TNAP inh noacc: -6; PMI act hi M6P: 1; APP 5'UTR act: -14; FLuc stim CS: 1; FLuc inhib CS: 1; TNAP act hi DEA: 1

Results for COC(=O)/C=C/c1cnc2ccccc2c1 ?
NF-kB expr up: 1.9; TNAP inh hiacc: 2; bIAP activator: 1.1; PMI activator: 1.3; TNAP inh noacc: -12; PMI act hi M6P: 1.2; APP 5'UTR act: 45; FLuc stim CS: 0.9; FLuc inhib CS: 9; TNAP act hi DEA: 1

Results for O=C(NCc1cccnc1)c1cnc2sccn2c1=O ?
NF-kB expr up: 1.1; TNAP inh hiacc: 1; bIAP activator: 0.9; PMI activator: 0.9; TNAP inh noacc: -5; PMI act hi M6P: 0.9; APP 5'UTR act: -14; FLuc stim CS: 1; FLuc inhib CS: -2; TNAP act hi DEA: 1

What do the screens show for `Cc1cc(C)cc(C(=O)NCC(=O)OCC(=O)N2c3ccccc3NC(=O)C2(C)C)c1`?
NF-kB expr up: 0.97; TNAP inh hiacc: 1; bIAP activator: 1.1; PMI activator: 0.9; TNAP inh noacc: -4; PMI act hi M6P: 0.9; APP 5'UTR act: -20; FLuc stim CS: 1; FLuc inhib CS: 0; TNAP act hi DEA: 1

What do the screens show for `O=C(CSc1nnc2scc(-c3ccc(Cl)cc3)n12)NCc1ccc2c(c1)OCO2`?
NF-kB expr up: 1.1; TNAP inh hiacc: 18; bIAP activator: 0.9; PMI activator: 0.9; TNAP inh noacc: -4; PMI act hi M6P: 1; APP 5'UTR act: 8; FLuc stim CS: 1; FLuc inhib CS: -2; TNAP act hi DEA: 0.8

Results for CC(C)Cn1c(CN2CCCCC2C)nc2c1c(=O)n(C)c(=O)n2C (stereo not drawn) ?
NF-kB expr up: 1; TNAP inh hiacc: 0; bIAP activator: 0.9; PMI activator: 0.9; TNAP inh noacc: -12; PMI act hi M6P: 0.9; APP 5'UTR act: 13; FLuc stim CS: 1.1; FLuc inhib CS: -6; TNAP act hi DEA: 1

Results for Cc1noc(C)c1COc1ccc(C(=O)OCC(=O)Nc2ccc3ccccc3c2)cc1 ?
NF-kB expr up: 1.3; TNAP inh hiacc: -6; bIAP activator: 0.9; PMI activator: 0.9; TNAP inh noacc: -15; PMI act hi M6P: 1; APP 5'UTR act: -5; FLuc stim CS: 1; FLuc inhib CS: 0; TNAP act hi DEA: 1.1

What do the screens show for `CN(C)/C=C1\N=C(c2ccc(Cl)cc2Cl)OC1=O`?
NF-kB expr up: 2.4; TNAP inh hiacc: -2; bIAP activator: 0.9; PMI activator: 1; TNAP inh noacc: -6; PMI act hi M6P: 1; APP 5'UTR act: 8; FLuc stim CS: 1; FLuc inhib CS: 3; TNAP act hi DEA: 1

How did Cc1ccc(-n2ncc3c(=O)n(CC(=O)N4CCN(c5ccccc5F)CC4)cnc32)cc1C do in these assays?
NF-kB expr up: 1; TNAP inh hiacc: -5; bIAP activator: 1; PMI activator: 1.1; TNAP inh noacc: -6; PMI act hi M6P: 1.1; APP 5'UTR act: -3; FLuc stim CS: 1.1; FLuc inhib CS: -12; TNAP act hi DEA: 1

How did COc1ccc(CCN2C(=O)NC(NS(=O)(=O)c3ccc(Cl)cc3)(C(F)(F)F)C2=O)cc1OC (stereo not drawn) do in these assays?
NF-kB expr up: 1.2; TNAP inh hiacc: -6; bIAP activator: 1; PMI activator: 1.3; TNAP inh noacc: -4; PMI act hi M6P: 1.1; APP 5'UTR act: 12; FLuc stim CS: 1.1; FLuc inhib CS: -9; TNAP act hi DEA: 1.1

Results for O=C(Nc1ccc(Cl)cc1C(=O)N1CCOCC1)c1cccc([N+](=O)[O-])c1 ?
NF-kB expr up: 1.4; TNAP inh hiacc: -3; bIAP activator: 0.9; PMI activator: 1.1; TNAP inh noacc: -18; PMI act hi M6P: 1.1; APP 5'UTR act: 9; FLuc stim CS: 1; FLuc inhib CS: -1; TNAP act hi DEA: 1

Results for COc1ccc(C(=O)Nc2cc(C)on2)cc1S(=O)(=O)N1CC(c2ccccc2)CC1=O (stereo not drawn) ?
NF-kB expr up: 0.88; TNAP inh hiacc: 4; bIAP activator: 1; PMI activator: 1; TNAP inh noacc: -1; PMI act hi M6P: 0.9; APP 5'UTR act: 14; FLuc stim CS: 1; FLuc inhib CS: 0; TNAP act hi DEA: 1

How did Cn1c(=O)c2c(nc(NCCNC(=O)c3ccco3)n2Cc2ccc(Cl)cc2Cl)n(C)c1=O do in these assays?
NF-kB expr up: 1.1; TNAP inh hiacc: -8; bIAP activator: 0.9; PMI activator: 0.9; TNAP inh noacc: -12; PMI act hi M6P: 0.9; APP 5'UTR act: -3; FLuc stim CS: 1; FLuc inhib CS: -4; TNAP act hi DEA: 1.1

What do the screens show for `CCCC(=O)Nc1ccc2c(c1)COC2=O`?
NF-kB expr up: 3; TNAP inh hiacc: -10; bIAP activator: 1; PMI activator: 1; TNAP inh noacc: -9; PMI act hi M6P: 1; APP 5'UTR act: 15; FLuc stim CS: 1; FLuc inhib CS: -2; TNAP act hi DEA: 1.1

How did COc1ccc(C(=O)C2CCCN(C(=O)c3noc4c3CCCC4)C2)c(C)c1 (stereo not drawn) do in these assays?
NF-kB expr up: 0.95; TNAP inh hiacc: -6; bIAP activator: 1; PMI activator: 0.9; TNAP inh noacc: -13; PMI act hi M6P: 0.9; APP 5'UTR act: 16; FLuc stim CS: 1.1; FLuc inhib CS: -7; TNAP act hi DEA: 1.1

Results for Cc1noc(C)c1CN(C(=S)NC1CC1)c1ccccc1 ?
NF-kB expr up: 0.9; TNAP inh hiacc: 0; bIAP activator: 0.9; PMI activator: 1; TNAP inh noacc: -16; PMI act hi M6P: 0.9; APP 5'UTR act: -4; FLuc stim CS: 1; FLuc inhib CS: -3; TNAP act hi DEA: 1

How did CCOc1ccc(NC(=O)C(=O)NCC2CCCN2CC)cc1 (stereo not drawn) do in these assays?
NF-kB expr up: 1.1; TNAP inh hiacc: -5; bIAP activator: 1; PMI activator: 0.9; TNAP inh noacc: -11; PMI act hi M6P: 0.9; APP 5'UTR act: -11; FLuc stim CS: 1.1; FLuc inhib CS: -5; TNAP act hi DEA: 1.1

Results for COc1ccc2c(c1)[n+](=O)c(C(C)=O)c(C)n2[O-] ?
NF-kB expr up: 0.9; TNAP inh hiacc: 6; bIAP activator: 1; PMI activator: 0.9; TNAP inh noacc: -1; PMI act hi M6P: 0.9; APP 5'UTR act: 9; FLuc stim CS: 1; FLuc inhib CS: 2; TNAP act hi DEA: 0.9

Overlap with the part before: 3 entries, then new ones.
Results for Cc1noc(C)c1CN(C(=S)NC1CC1)c1ccccc1 ?
NF-kB expr up: 0.9; TNAP inh hiacc: 0; bIAP activator: 0.9; PMI activator: 1; TNAP inh noacc: -16; PMI act hi M6P: 0.9; APP 5'UTR act: -4; FLuc stim CS: 1; FLuc inhib CS: -3; TNAP act hi DEA: 1

How did CCOc1ccc(NC(=O)C(=O)NCC2CCCN2CC)cc1 (stereo not drawn) do in these assays?
NF-kB expr up: 1.1; TNAP inh hiacc: -5; bIAP activator: 1; PMI activator: 0.9; TNAP inh noacc: -11; PMI act hi M6P: 0.9; APP 5'UTR act: -11; FLuc stim CS: 1.1; FLuc inhib CS: -5; TNAP act hi DEA: 1.1

Results for COc1ccc2c(c1)[n+](=O)c(C(C)=O)c(C)n2[O-] ?
NF-kB expr up: 0.9; TNAP inh hiacc: 6; bIAP activator: 1; PMI activator: 0.9; TNAP inh noacc: -1; PMI act hi M6P: 0.9; APP 5'UTR act: 9; FLuc stim CS: 1; FLuc inhib CS: 2; TNAP act hi DEA: 0.9

What do the screens show for `CC(C#N)Sc1ncnc2sc3c(c12)CCC3` (stereo not drawn)?
NF-kB expr up: 1.2; TNAP inh hiacc: 1; bIAP activator: 1.1; PMI activator: 1.1; TNAP inh noacc: -5; PMI act hi M6P: 1; APP 5'UTR act: 4; FLuc stim CS: 1; FLuc inhib CS: -1; TNAP act hi DEA: 1

What do the screens show for `O=C(CSc1ccccn1)N1CCN(c2cccc(Cl)c2)CC1`?
NF-kB expr up: 1.3; TNAP inh hiacc: -6; bIAP activator: 0.9; PMI activator: 1; TNAP inh noacc: -10; PMI act hi M6P: 1.2; FLuc stim CS: 1; FLuc inhib CS: -2; TNAP act hi DEA: 1.1

How did CC1Cc2ccccc2N1C(=O)CSc1ncc(-c2ccc(F)cc2)n1C (stereo not drawn) do in these assays?
NF-kB expr up: 0.93; TNAP inh hiacc: 0; bIAP activator: 0.9; PMI activator: 0.7; TNAP inh noacc: -17; PMI act hi M6P: 0.8; APP 5'UTR act: 104; FLuc stim CS: 0.8; FLuc inhib CS: 24; TNAP act hi DEA: 1

Results for O=C(/C=C/NCc1ccc(F)cc1)c1ccccc1 ?
NF-kB expr up: 1.3; TNAP inh hiacc: 1; bIAP activator: 1.1; PMI activator: 1; TNAP inh noacc: -11; PMI act hi M6P: 1; APP 5'UTR act: 12; FLuc stim CS: 0.9; FLuc inhib CS: 8; TNAP act hi DEA: 1

Results for COC(=O)CNC(c1ccccc1Cl)c1cc(Br)ccc1NC(=O)CCN1CCOCC1 (stereo not drawn) ?
NF-kB expr up: 0.83; TNAP inh hiacc: -2; bIAP activator: 1; PMI activator: 1; TNAP inh noacc: -1; PMI act hi M6P: 1; APP 5'UTR act: 7; FLuc stim CS: 1.1; FLuc inhib CS: -8; TNAP act hi DEA: 1

What do the screens show for `C=C(Cl)COc1ccc2c(CCCC)cc(=O)oc2c1`?
NF-kB expr up: 1.2; TNAP inh hiacc: -6; bIAP activator: 0.6; PMI activator: 1; TNAP inh noacc: 0; PMI act hi M6P: 1; APP 5'UTR act: 2; FLuc stim CS: 1.1; FLuc inhib CS: -7; TNAP act hi DEA: 1.1

Results for CCc1c(O)nc2sc3ccccc3n2c1=O ?
NF-kB expr up: 1.2; TNAP inh hiacc: -7; bIAP activator: 0.9; PMI activator: 1.1; TNAP inh noacc: -14; PMI act hi M6P: 0.9; APP 5'UTR act: 13; FLuc stim CS: 1.1; FLuc inhib CS: -6; TNAP act hi DEA: 1.1

How did O=C(NCc1ccccc1Cl)C1CC(=O)N(Cc2ccccc2)C1 (stereo not drawn) do in these assays?
NF-kB expr up: 1.2; TNAP inh hiacc: -8; bIAP activator: 1.1; PMI activator: 1.1; TNAP inh noacc: -26; PMI act hi M6P: 1.1; APP 5'UTR act: 19; FLuc stim CS: 1; FLuc inhib CS: -1; TNAP act hi DEA: 1.1
